TDP2 inh: TDP2 (human) inhibition, absorbance primary screen. O95551. recombinant TDP2, T5PNP hydrolysis, p-nitrophenol absorbance 415 nm. inhibition, % at 12.8 µM. actives 0.34% (n = 370,000);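 active = inhibition above the mean of all tested compounds plus 3 SD, set per campaign, cut at about 25% in these data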;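 also: 0% = DMSO with enzyme and 100% = buffer with substrate but no TDP2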
Target sequence (O95551 whole entry, looked up): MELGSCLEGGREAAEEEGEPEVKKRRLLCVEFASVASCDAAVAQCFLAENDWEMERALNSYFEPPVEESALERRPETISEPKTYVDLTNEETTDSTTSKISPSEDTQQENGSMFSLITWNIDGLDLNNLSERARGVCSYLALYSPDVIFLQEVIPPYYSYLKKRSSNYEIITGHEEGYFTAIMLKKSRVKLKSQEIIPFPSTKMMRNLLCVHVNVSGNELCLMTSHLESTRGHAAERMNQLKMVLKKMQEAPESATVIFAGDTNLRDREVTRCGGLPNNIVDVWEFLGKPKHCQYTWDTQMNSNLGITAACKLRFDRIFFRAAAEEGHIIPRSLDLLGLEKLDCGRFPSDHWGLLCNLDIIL
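System: recombinant human TDP2 / Amount: 120 nM TDP2 per well / Also added: 5 mM T5PNP chromogenic substrate / Doses: 12.8 µM single point, 1% DMSO / Incubation: 2 h at 37 °C / Detection: p-Nitrophenol epi absorbance / Evaluation: % inhibition relative to enzyme-containing and enzyme-free wells / Repeats: singlicate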
SIAE primary: human SIAE inhibition, primary screen | Q9HAT2 | SIAE FP-Rh probe binding, fluorescence polarization | inhibition, % at 9.66 µM | actives 0.69% (n = 370,000);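 active = inhibition above a cutoff: mean of compounds within the control limits plus 3 SD of those, cut at about 17% in these data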;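 also: 0% = plate median of compound wells and 100% = probe without SIAE protein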
NPR2 activator: GC-B (human) receptor activation. P20594. HEK293-GC-B cells, CNP EC30, cGMP TR-FRET; 0% at EC30 CNP, 100% saturating CNP. activation, % at 10 µM. actives 0.11% (n = 370,000). AID 1920062;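 active = activation at 10 µM reaching about 35% in either raw or pattern-adjusted values, limit read from the data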
PRMT1 inh: blocks human protein arginine methyltransferase 1 | Q99873 | recombinant PRMT1, activity-based probe fluorescence polarization | inhibition, % at 2.79 µM | actives 1.3% (n = 370,000) | AID 652257;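 active = inhibition above about 21% made by adding two undisclosed values, limit read from the data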
mABHD4 FP: inhibits mouse alpha/beta hydrolase domain 4 | Q8VD66 | purified mABHD4, FP-Rh probe fluorescence polarization | inhibition, % at 8.92 µM | actives 0.54% (n = 370,000);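 active = inhibition exceeding the mean over every tested compound plus 3 SD, cut at about 30% in these data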;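 also: 0% = plate median of compound wells and 100% = S159A mutant with DMSO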
Target sequence (Q8VD66 whole entry, looked up, the tested form may be a part): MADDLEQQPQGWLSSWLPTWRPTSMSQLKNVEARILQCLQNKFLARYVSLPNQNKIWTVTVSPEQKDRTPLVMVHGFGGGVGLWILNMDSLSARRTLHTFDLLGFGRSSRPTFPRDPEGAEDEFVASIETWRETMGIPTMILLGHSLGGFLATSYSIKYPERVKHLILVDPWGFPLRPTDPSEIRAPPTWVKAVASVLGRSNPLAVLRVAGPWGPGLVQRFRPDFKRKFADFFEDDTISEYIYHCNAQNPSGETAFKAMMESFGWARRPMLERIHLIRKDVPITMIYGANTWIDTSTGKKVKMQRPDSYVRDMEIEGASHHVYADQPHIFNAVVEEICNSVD
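Assay system: wild-type mouse ABHD4 protein; compound: single nominal dose of 8.92 µM, 0.89% DMSO final; schedule: 45 min + 60 min at 25 °C; measured by: FP readout, ex 525 nm / em 598 nm; evaluation: % inhibition of FP-Rh probe binding versus controls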
rCAG binder: r(CAG) repeat RNA binding. TO-PRO-1 dye displacement fluorescence. inhibition, % at 3 µM. actives 1.3% (n = 370,000). AID 651821;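 active = inhibition above the plate cutoff, the mean of all test compounds on that plate plus 3 SD, cut at about 35% in these data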;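 also: 0% = DMSO alone and 100% = 100 µM mitoxantrone as full dye displacement; higher means more dye released from RNA so lower well fluorescence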
MBD2 DNA inh: blocks human MBD2 binding to methylated DNA; Q9UBB5; TR-FRET, MBD2 binding to methylated oligonucleotide; AID 686964; inhibition, % at 4.4 µM; actives 0.31% (n = 370,000); in the data active = inhibition above about 13%
LEDGF integ inh: blocks HIV-1 LEDGF/p75-dependent DNA integration. inhibition, % at 3.7 µM. actives 0.64% (n = 370,000). TR-FRET IN-LEDGF/p75 DNA integration, Eu/Cy5;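 active = inhibition above the screen-wide mean plus 3 SD, cut at about 13% in these data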;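 also: signal is the Cy5 over europium emission ratio at 671 and 618 nm; 0% = plate median of compound wells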
HTRA1 inhibitor: HTRA1 (human) protease inhibition. actives 0.5% (n = 340,000). inhibition, % at 5.96 µM. AID 504803. recombinant HTRA1, FP-rhodamine activity-based probe, fluorescence polarization; in the data active = inhibition above about 36%;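 also: 0% = enzyme with DMSO and 100% = wells lacking enzyme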
TCR-CD3 inh: human TCR-CD3 binding inhibition | inhibition, % at 9.4 µM | actives 0.37% (n = 360,000) | TAMRA-labeled TCR probe fluorescence, biochemical; in the data active = inhibition above about 19%;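 also: recombinant mutant TCR 2C K166C tagged with TAMRA read by polarization; 0% = receptor in buffer alone and 100% = receptor with positive control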
Starred values were filed as active, the others as inactive; . = not tested or not shown.

SMILES	TDP2 inh	SIAE primary	NPR2 activator	PRMT1 inh	mABHD4 FP	rCAG binder	MBD2 DNA inh	LEDGF integ inh	HTRA1 inhibitor	TCR-CD3 inh
CCOC(=O)c1c(NC(=S)NC(=O)c2ccc(Cn3cc(Cl)cn3)o2)sc2c1CCCCC2	0	-3	-4	-1	6	4	-5	0	3	2
Cc1cc(C(=O)NN=Cc2ccc(OC(=O)c3ccco3)cc2)c(C)o1	13	-2	-2	-1	1	4	2	-2	8	5
O=C(NC1CCCCC1)c1ccc2ccccc2c1O	-10	-2	-1	2	-11	6	3	-4	-12	3
Cc1cc(N(C(=O)c2ccco2)C(C(=O)NC2CCCCC2)c2ccccc2)ccc1-n1cnnn1 (centres undefined)	-13	-10	-4	1	-12	-6	6	-3	3	-11
COc1cc(/C=C/CNC[C@H]2O[C@@H](n3ccc(N)nc3=O)[C@H](O)[C@@H]2O)ccc1O	11	5	0	5	2	2	-1	-3	-1	-6
CC1(C)C(=O)N(c2ccccc2F)C(=O)c2ccccc21	-8	1	0	5	-11	2	0	0	1	-1
O=C(NCCCN1CCN(c2cccc(Cl)c2)CC1)C1CCC(=O)N1Cc1ccccc1Cl (centres undefined)	9	-1	-13	-4	9	-1	1	0	0	5
CCOC(=O)c1cnn(-c2ccccc2)c1NC(=O)c1ccccc1C	-12	3	-4	3	-2	0	3	1	-4	2
O=C(O)CCCCCNc1ncnc2ccc(Br)cc12	-6	-3	4	3	3	2	2	-1	9	5
C=CCNC(=O)c1cc2c(C(F)(F)F)nn(C)c2s1	1	-2	-2	2	3	4	3	5	2	3
Cc1ccc(NC(=O)COc2ccc(-n3ccnc3)cc2)cc1Cl	-5	-1	-2	0	-13	-6	-6	0	-30	-1
Cc1ccc(-c2cc(C(=O)Nc3cc(C)ccc3C)[nH]n2)c(O)c1	-3	4	0	0	-6	6	-1	-2	-9	-5
COc1cccc(S(=O)(=O)N(C)C[C@H]2OCc3cn(nn3)CCCC(=O)N([C@H](C)CO)C[C@@H]2C)c1	-2	-1	2	-3	-6	1	-3	0	5	-1
COc1ccc(/C=N/N2CCOCC2)cc1O	1	11	2	0	0	1	-7	1	4	-2
Cc1ccc(N(CC(=O)N2CCCCCC2)S(C)(=O)=O)c(C)c1	3	-2	0	5	-1	-1	4	-1	13	-4
CSc1nc2c(c(=O)[nH]c(=O)n2C)n1Cc1ccccc1	13	6	7	-3	-3	-2	4	0	-2	-6
CCn1c(COc2ccc(C)cc2)nnc1SCC(=O)Nc1cc(OC)ccc1OC	-3	2	-8	2	1	-5	-1	-4	-4	3
C/C(=N\NC(N)=O)c1ccccc1Cl	6	2	1	0	-6	2	1	-1	1	3
S=C(NCc1cccnc1)NCc1cccnc1	7	0	0	-2	-2	0	-3	1	-3	2
O=C(c1cncc(Br)c1)N1CCN(S(=O)(=O)c2ccc(Cl)cc2)CC1	-4	-1	-2	3	0	1	0	-9	0	-3
CC(=O)NC(Cc1ccc(F)cc1)C(=O)N1CCN(C(=O)NCc2ccccc2)CC1 (centres undefined)	-4	6	3	-1	3	-4	-1	3	-1	2
O=C1c2ccccc2-c2ccccc2NC1O (centres undefined)	-6	3	5	-4	2	-2	-1	1	-4	-6
CC(C)[C@H](NC(=O)NC1CCCC1)C(=O)O	-9	3	5	1	-1	6	-3	-2	4	6
O=C(C1CC1)N1CCc2cc(Br)cc(S(=O)(=O)N3CCOCC3)c21	-1	11	-3	0	-1	1	4	-1	3	1
O=C1NC(=O)C(=CC=Cc2ccccc2)S1	12	-13	-1	0	-5	5	-1	-2	-6	0

New compounds follow.
SMILES	TDP2 inh	SIAE primary	NPR2 activator	PRMT1 inh	mABHD4 FP	rCAG binder	MBD2 DNA inh	LEDGF integ inh	HTRA1 inhibitor	TCR-CD3 inh
CC(C)CNC(=O)CSc1nc(-c2cccs2)cc(C(F)(F)F)n1	3	2	-6	-2	-3	0	2	0	-1	-1
CCC(C)NS(=O)(=O)c1ccc(OCC(=O)NCc2ccccn2)cc1 (centres undefined)	7	-1	3	0	3	-3	3	-1	9	-1
Cc1ccc(CS(=O)(=O)Cc2ccc(C(=O)NCc3cccnc3)o2)cc1	8	8	4	2	5	-2	4	-1	-1	-1
Cc1nc2sccn2c(=O)c1S(=O)(=O)NCCc1ccccc1	-9	-4	-7	-5	1	1	2	2	1	3
Clc1ccc(-c2c[n+]3c(n2-c2ccccc2)SCC3)cc1	1	15	-1	4	2	0	0	-6	3	-4
C[n+]1c(-c2ccc(C=NNC(=O)c3ccc(C(=O)NN=Cc4ccc(-c5cn6ccccc6[n+]5C)cc4)cc3)cc2)cn2ccccc21	0	3	2	1	1	13	23*	31*	11	0
CNC(=S)NNC(=O)c1sccc1OCc1ccc(C)cc1	-8	-1	0	8	-10	2	3	2	-3	-2
O=C(/C=C/c1ccccc1)COC(=O)c1ccccc1	0	-10	1	8	7	2	4	0	-4	-1
CCCCC(CC)CNC(=O)CN1C(=O)NC2(CCc3ccccc32)C1=O (centres undefined)	10	0	1	-1	-1	-10	0	3	-4	8
CC(CC(=O)O)NCC1COc2ccccc2O1 (centres undefined)	1	-6	2	7	-2	-2	1	-5	5	-2
COCCNC(=S)N(Cc1cccs1)Cc1cc2cccc(C)c2[nH]c1=O	-2	-1	0	3	-1	-3	4	-7	-8	-2
O=C(CN(Cc1ccco1)C(=O)c1ccccc1F)Nc1ccccc1C(F)(F)F	7	2	-2	4	-3	2	-3	-2	-7	-2
CCOC(=O)C1=C(C)NC(=O)NC1c1ccc(N(C)C)cc1 (centres undefined)	1	1	-1	10	3	7	0	1	1	0
CC1CCC(N2CCN(S(C)(=O)=O)CC2)CC1 (centres undefined)	8	14	4	-5	3	-2	-6	5	2	0
CN1CCN(C(=O)CSc2nc(-c3ccncc3)ccc2C#N)CC1	-8	-3	4	3	-2	-2	-2	1	8	-5
CCCCOc1ccc(C2/C(=C(\O)c3ccc4c(c3)OCCO4)C(=O)C(=O)N2CCCN2CCOCC2)cc1 (centres undefined)	-10	-7	4	3	7	15	-2	-9	-6	-5
COc1cc2ccccc2cc1C(=O)N(CCN(C)C)c1nc2c(OC)ccc(OC)c2s1	-1	6	-8	-1	7	2	-1	0	-14	10
O=C(Cc1ccc(Cl)c(Cl)c1)Nc1ccccc1N1CCCC1	13	3	-3	1	-7	0	-2	-1	-8	0
Cc1cc(C)cc(C(=O)NCCN2CCOCC2)c1	0	3	9	-3	0	0	-7	2	2	7
[O-][n+]1c2cc(C(F)(F)F)ccc2c2n1CCN=C2c1ccc(Cl)cc1	4	-4	-7	3	7	-1	3	1	-4	-5
CCN1CCN(Cc2cc(=O)oc3ccc(C)cc23)CC1	-4	-1	4	-5	-2	-2	-2	3	3	-4
O=C(NCCCN1CCOCC1)C(C(=O)NCCCN1CCOCC1)c1ncc(C(F)(F)F)cc1Cl	-11	-9	-1	2	-1	-4	0	3	5	6
Cc1cccc(C)c1-n1c(C)nn(CC#N)c1=O	-3	-5	2	0	5	-1	-1	1	3	2
Cc1nnc(NC(=O)CC(CN(C)S(=O)(=O)c2ccccc2)c2ccccc2)s1 (centres undefined)	-8	0	2	0	-3	2	1	2	-8	9
Nn1c(SCC(=O)Nc2ccc3c(c2)OCO3)nnc1-c1cccc(Cl)c1	-1	-7	-3	-2	-7	-1	-3	1	8	1

(listing goes on)
SMILES	TDP2 inh	SIAE primary	NPR2 activator	PRMT1 inh	mABHD4 FP	rCAG binder	MBD2 DNA inh	LEDGF integ inh	HTRA1 inhibitor	TCR-CD3 inh
COc1ccc(OC)c(NC(=O)CC2C(=O)NCCN2C(=O)Nc2cccc(Cl)c2)c1 (centres undefined)	4	-4	-1	1	5	5	1	1	-1	-2
N#Cc1ccc(CSC2=NCCN2)cc1	-3	-8	-1	20	5	-1	-3	-4	-13	-2
O=C(CCNC(=O)c1ccc(Br)cc1)NCc1ccncc1	-1	3	-1	3	-7	0	-2	1	-5	-2
O=c1c2ccccc2nc2ccc(N3CCOCC3)nn12	10	-9	-3	-1	-1	-1	-5	2	-9	3
Cc1ccc2c(c1)N(C(=O)CCC(=O)NC1CCN(Cc3ccccc3)CC1)CC(C)O2 (centres undefined)	-2	7	-2	1	12	-1	1	1	0	0
CCCc1cc(=O)[nH]c(SCCN2C(=O)c3ccccc3C2=O)n1	3	9	-3	1	-3	-3	2	-1	7	4
Cn1ncc2c1ncn1nc(CCc3ccccc3)nc21	3	-2	0	-3	-5	-3	2	1	4	0
Cc1cc(OCCCC(=O)NC2=NCCS2)ccc1Cl	10	-3	-4	-1	-2	0	1	1	-5	5
O=C(Nc1ccnn1C1CCN(C(=O)c2ccc(F)c(Cl)c2)CC1)C1CC1	-7	13	1	1	-3	-1	-4	-4	2	0
CC(=O)NC(c1ccccc1)c1nc(-c2cccc(C#N)c2)cs1 (centres undefined)	2	5	-11	-2	6	0	3	-3	.	2
CC(=O)Nc1ccc(S(=O)(=O)Nc2nc(-c3ccc(C(C)(C)C)cc3)cs2)cc1	-17	0	0	10	20	66*	-2	-2	-6	-1
Cc1ccc(N(C(=O)Nc2ccccc2)C2=NCCC2)cc1	9	-2	3	4	7	-2	3	-2	.	-8
O=C(Nc1ccc(C(=O)NCC2CCN(Cc3ccccc3F)CC2)cc1)C1=CSCCO1	13	6	3	2	3	-5	2	-2	-4	-3
O=C(Cn1ncc2c1-c1ccccc1OC2)Nc1ccc(Cl)cn1	0	-2	0	-1	0	1	-3	-1	-5	-3
COc1ccc(NC(=S)NC2CCCCC2)c(OC)c1	-8	4	-2	1	3	-1	0	3	9	3
O=C(NCc1ccccn1)c1cccc(S(=O)(=O)Nc2ccc(SC(F)F)cc2)c1	-15	0	2	78*	-14	18	1	-5	0	-2
COc1cccc(-c2cc(C(=O)Nc3cc(C)n(Cc4ccc(Cl)cc4)n3)no2)c1	0	-10	-5	-1	-1	-1	3	-7	-6	-4
Cc1cccc(NC(=O)CCC2CCN(C(=O)C3CC=CCC3)CC2)c1 (centres undefined)	-2	2	-2	1	-2	-8	5	-3	-6	2
CC1=CC(C)(C)NC(=S)N1c1cccc(Cl)c1	-1	-3	-1	3	1	-1	-5	0	-2	5
COC(=O)c1ccc(NC(=O)Cn2c(-c3nonc3N)nc3ccccc32)cc1	3	-18	-5	2	0	4	5	-3	3	-7
O=C1SCC(c2ccc(Cl)cc2Cl)=NN1Cc1nnc(-c2ccccc2)o1	-9	12	4	-1	-11	1	9	0	-33	-3
S=C(NC1CCCCC1)N(CCc1ccccc1)CCc1ccccc1	-9	4	-1	0	4	2	7	3	-4	1

Bioassay records as filed in PubChem.

This is a subset, so the mix of outcomes need not match the whole.
